# Pol eta inh: qHTS for Inhibitors of Polymerase Eta; DNA polymerase eta (Homo sapiens), Q9Y253; Potency, µM (highest dose often 114 µM), without a hit: at the top dose activity change, negative = inhibition, most hits filed as inhibitors; recombinant Pol eta, fluorescent DNA replication assay; 390,000 tested, 1.2% active; AID 588591, 2011; further: on the % scale 0 is the no-effect control and ±100 the full control effect
#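 Fluorescent replication assay: 50 nM final substrate added after a 15 min room-temperature compound preincubation with 10 nM enzyme. Signal taken at 0 min and again at 10 min.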
# APE1 inh: qHTS Assay for Inhibitors of the Human Apurinic/apyrimidinic Endonuclease 1 (APE1) | recombinant APE1, TAMRA/BHQ-2 abasic DNA cleavage fluorescence | Potency, µM (series often up to 65.8 µM), for the others: at the highest dose activity change, negative = inhibition, usual class: inhibitors | 350,000 tested, 0.35% active | AID 2517, 2012 | DNA repair nuclease/redox regulator APEX1 (Homo sapiens), P27695;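 further: plate controls were vehicle for no effect and reference inhibitor for full effect; nearly all actives have a fitted effect of over 55% in size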
#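 Measures dequenching upon AP-site incision of a 5'-TAMRA/3'-BHQ-2 THF-containing duplex, 50 nM; human APE1 0.75 nM after 15 min room-temperature exposure to compound; kinetic three-point read at one-minute spacing.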
# G9a inh: qHTS Assay for Inhibitors of Histone Lysine Methyltransferase G9a | Histone-lysine N-methyltransferase EHMT2 (Homo sapiens), Q96KQ7 | G9a H3K9 monomethylation, AlphaScreen, 2 h | Potency, µM (titrated, usually from 102 µM), without a hit: top-dose activity, negative = inhibition, usual class: inhibitors | 350,000 tested, 8.8% active; further: on the % scale 0 is the no-effect control and ±100 the full control effect; nearly all actives have a fitted effect of over 75% in size
#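 G9a (20 nM) preincubated 15 min RT with compounds, then 500 nM biotinylated H3K9 peptide and 20 uM SAM added; 2 h RT reaction. Monomethyl-H3K9 product detected by AlphaScreen with anti-H3K9me1 antibody, streptavidin donor and anti-rabbit IgG acceptor beads.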
# Pol beta inh: qHTS Assay for Inhibitors of DNA Polymerase Beta | 340,000 tested, 1.3% active | AID 485314, 2010 | Potency, µM (top dose mostly 114 µM), for inactives: at the highest dose activity change, negative = inhibition, most hits filed as inhibitors | Pol beta primer extension/strand displacement, fluorescence kinetic | P06746; further: on the % scale 0 is the no-effect control and ±100 the full control effect
#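 Pol beta (10 nM) was preincubated with compound for 15 min at room temperature. The reaction was then started with 50 nM substrate and read immediately and after a further 10 min at room temperature.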
# Pol kappa inh: qHTS for Inhibitors of Polymerase Kappa; 400,000 tested, 0.53% active; Potency, µM (doses to about 107 µM), for the others: at the top dose activity, negative = inhibition, most hits filed as inhibitors; purified Pol kappa, fluorescent DNA synthesis assay, 10 min; AID 588579, 2011; further: on the % scale 0 is the no-effect control and ±100 the full control effect
#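 10 nM Pol kappa preincubated 15 min at room temperature with compounds, then reaction started with substrate at 50 nM final. Fluorescence read kinetically at 0 and 10 min; buffer-only wells served as negative control.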
# BAZ2B inh: qHTS Assay for Inhibitors of BAZ2B; AlphaScreen BAZ2B-H3K14Ac peptide displacement; Potency, µM (highest dose often 114 µM), for the others: at the highest dose activity change, negative = inhibition, actives largely listed as inhibitors; 360,000 tested, 4.4% active; further: on the % scale 0 is the no-effect control and ±100 the full control effect; nearly all actives have a fitted effect of over 60% in size
#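 Compounds, titrated to a top concentration of 110 uM, were incubated 30 min at room temperature with preformed BAZ2B/acetyl-K14 H3 peptide complex (50 nM each). Proximity signal was measured by AlphaScreen after 20 min with beads.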
# BLM helicase inh: qHTS Assay for Inhibitors of Bloom's syndrome helicase (BLM); RecQ-like DNA helicase BLM (Homo sapiens), P54132; recombinant BLM DNA unwinding, fluorescence dequenching; Potency, µM (series often up to 56.1 µM), inactives show at the highest dose activity change, negative = inhibition, most hits filed as inhibitors; 350,000 tested, 0.2% active; AID 2528, 2010;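 further: plate controls were vehicle for no effect and no enzyme for full effect; nearly all actives have a fitted effect of over 35% in size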
# POLI inh: qHTS for Inhibitors of Polymerase Iota | Pol iota fluorescent replication assay, 10 min | Potency, µM (doses to about 115 µM), for inactives: at the top dose activity, negative = inhibition, most hits filed as inhibitors | 390,000 tested, 1% active | AID 588590, 2011
#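 Pol iota at 10 nM preincubated 15 min with compounds at room temperature; reaction started with fluorescent substrate, 50 nM final. Fluorescence read kinetically at 0 and 10 min; buffer-only wells as negative control.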
# JMJD2A Tudor: qHTS Assay for Inhibitors of JMJD2A-Tudor Domain. Lysine-specific demethylase 4A (Homo sapiens), O75164. AlphaScreen JMJD2A-Tudor / H3K4me3 peptide binding. Potency, µM (highest dose often 114 µM), inactives show at the highest dose activity change, negative = inhibition, hits mostly inhibitors. 390,000 tested, 4.4% active; further: on the % scale 0 is the no-effect control and ±100 the full control effect; nearly all actives have a fitted effect of over 50% in size
# Active calls of the source: *; ? = inconclusive; . = no result given; [ ] = dose if it differs, or a comment. The call rests on the fitted dose curve; in most records, active means well fitted curve in the direction sought with a large enough effect; inconclusive means small, poorly fitted or top-dose-only effect, or another doubt; inactive means no such curve, though single readings can be large; an effect the other way counts as inactive or inconclusive. Potency means the concentration at half of the fitted maximal effect.
SMILES,Pol eta inh,APE1 inh,G9a inh,Pol beta inh,Pol kappa inh,BAZ2B inh,BLM helicase inh,POLI inh,JMJD2A Tudor
CCN(CC)C(=O)Cn1cc(SCC(=O)Nc2cc(OC)ccc2OC)c2ccccc21,-6%,.,-37%[59 µM],18%,2%,?,-5%,11%,-29%
O=C(CN1CCCc2ccccc21)NCc1ccc2c(c1)OCO2,-7%,-4%,-6%[59 µM],11%,-21%,?,-2%,9%,-25%
Cn1cc(S(=O)(=O)CC(=O)Nc2ccc3c(c2)OCO3)c2ccccc21,-16%,?,?,?,-8%,-20%,0%,?,-16%
Cc1cc(C(=O)NC2CC(C)(C)Cc3c2cnn3-c2ccc(F)cc2)no1 (stereo not given),-12%,2%,43%,-2%,-6%,-20%,-2%,26%,-8%
O=C(O)CSC1=NC(=Nc2cccc(Cl)c2)C2(CCCCC2)N1c1ccccc1,-9%,2%,3.5µM*,20%,-1%,-32%,-3%,5%,45µM*
N#Cc1cnc2ncnn2c1-c1ccccc1,-19%,2%,25%[59 µM],10%,7%,2%,-2%,27%,4%
CCc1ccc(-c2cc(C)no2)cc1S(=O)(=O)NCCCN1CCN(c2ccccc2)CC1,-15%,35%,?,14%,-7%,?,-5%,5%,?
Cc1ccc(CNc2nc3ccccc3s2)s1,-1%,?,-37%[12.7 µM],0%,-5%,-21%,-1%,11%,-6%
CCn1nc(C(=O)NCC2COc3ccccc3O2)c2ccccc2c1=O (stereo not given),-7%,8%,-2%[59 µM],.,-15%,9%,.,-6%,-2%
COc1ccc(NC(=O)c2cc(S(=O)(=O)N3CCOCC3)cn2C)c(OC)c1,-1%,-7%,.,1%,0%,11%,-2%,6%,-4%
CCCn1c(SCC(=O)N2CCCC2)nc2c1c(=O)n(C)c(=O)n2C,-11%,6%,25%,10%,2%,-6%,0%,-8%,-2%
CC1(c2cccc(Br)c2)NC(=O)N(CC(=O)Nc2ccc(F)cc2)C1=O (stereo not given),-7%,-1%,6%,-21%,-3%,-1%,-5%,37%[activator],-12%
O=C(CC1C(=O)NCCN1C(=S)Nc1ccccc1)Nc1ccc(F)cc1 (stereo not given),-14%,?,?,-20%[57.1 µM],-13%,-7%,3%,31%[activator],-1%
Cc1ccc(S(=O)(=O)N2CCN(C(=O)COC(=O)COc3cccc4c3OC(C)(C)C4)CC2)cc1,-16%,34%,16%[2.33 µM],.,-4%,3%,.,13%,-21%
COC(=O)Cc1c(C)c2ccc3c(c2oc1=O)CN(Cc1ccc(Cl)cc1)CO3,-7%,.,-24%[59 µM],29%,11%,-24%,-15%,-28%,-24%
CN(C)c1ccnc(Oc2ccccc2)c1C#N,-7%,-6%,-7%[12.7 µM],14%,14%,-7%,0%,-1%,1%
Cc1ccc(Cn2c(C(C)Nc3nc(-c4ccc(Cl)cc4)cs3)nc3cc(C(=O)NCCCO)ccc32)cc1 (stereo not given),-15%,.,.,.,4%,.,.,?,79µM*
COc1ccccc1/C=N/NC(=O)c1cccc(NC(=O)c2ccccc2Cl)c1,13%,10%,6%,40%[activator],-6%,-10%,-1%,47%[activator],-10%
Cc1ccc(C2C(=O)N(C3CCCC3)CC(=O)N2C2CCCCC2)cc1 (stereo not given),-8%,3%,22%,14%,-9%,0%,-1%,12%,-12%
c1nc2sc3c(c2c2nnnn12)CCCC3,8%,1%,3%[12.7 µM],-2%,7%,-4%,0%,8%,-22%
CC(=O)Nc1ccc(S(=O)(=O)NC(CSc2ccc(C(=O)O)cc2[N+](=O)[O-])C(=O)O)cc1 (stereo not given),?,12%,50µM*,-10%,-26%,?,2%,-16%,-3%
O=C(Cn1c(-c2cccs2)cc2ccccc21)NCCCN1CCN(c2ccccc2F)CC1,-21%,.,-2%[59 µM],-22%,-4%,-23%,-7%,?,-20%
CCOC(=O)Cn1nc(-c2ccc(C)cc2)ccc1=O,-14%,5%,0%[12.7 µM],-19%,-3%,2%,-1%,5%[58.9 µM],-14%
COc1cc(NC(=O)c2ccc(-c3nc(COc4ccccc4)c(C)o3)cc2)cc(OC)c1,-16%,.,-29%[59 µM],23%,-2%,-24%,-8%,-9%,-16%
O=C(NCc1ccccc1)C1CCC(CNS(=O)(=O)c2ccc(Br)s2)CC1 (stereo not given),4%,.,-2%[59 µM],31%,4%,4%,-3%,2%,-13%
O=S(=O)(c1ccc2nc(NCc3ccccc3Cl)ccc2c1)N1CCCCC1,-22%,.,7.9µM*,6%,-6%,-19%,-10%,22%,-26%
COc1ccc(CNC(=O)C(=O)NCC(c2cccs2)S(=O)(=O)c2ccc(C)cc2)cc1 (stereo not given),-8%,.,0%[59 µM],0%,-6%[60.1 µM],-2%,1%,-4%,-2%
O=C(COc1ccccc1[N+](=O)[O-])OCC(=O)N1CCC(Cc2ccccc2)CC1,-23%,-12%,-15%[59 µM],3%,-3%,-5%,2%,25%,-34%
CC[n+]1c(/C=C/C=C/N(C(C)=O)c2ccccc2)sc2ccccc21,?,2%,29%[0.501 µM],-8%,-8%,28µM*,-2%,?,79µM*
C=CCn1c(=O)c(C(=O)Nc2ccccc2O)c(O)c2ccccc21,-15%,-2%,119%[activator][59 µM],26%,-8%,-30%,-4%,-9%,-4%
CCn1c(C)c(/C=N/Nc2nc3ccccc3s2)c2ccccc21,-9%,-8%,40µM*,-17%,-8%,16µM*,-10%,4%,32µM*
Cc1ccc(S(=O)(=O)N2CCCCC2)cc1C(=O)Nc1ccc(N2CCOCC2)cc1,9%,1%,38%[0.501 µM],26%,4%,-8%,-3%,-6%[58.9 µM],-9%
O=C(c1ccc(S(=O)(=O)N2CCOCC2)cc1)N1CCN(c2ccccc2)CC1,-4%,-3%,29%[12.7 µM],4%,-11%,-3%,2%,15%,-14%
Cc1ccc(NC(=O)CN(C)CC(=O)Nc2ccc(F)c(F)c2F)c(Cl)c1,-11%,-9%,60%[activator][59 µM],-23%,-2%,-11%,-8%,19%,-1%
COc1ccc(OC)c(CN(CCCN2CCOCC2)C(=O)Nc2ccccc2)c1,-4%,2%,15%[59 µM],5%,-10%,1%,4%,4%,-11%
c1cncc(-c2noc(-c3ccco3)n2)c1,-5%,-5%,27%[59 µM],8%,-2%,39%,-4%,0%,4%
O=C(Cc1ccccc1)NN=C1CCCC1,-2%,.,.,.,2%,.,.,-16%,-5%
CCCCOC(=O)C1=C(C)Nc2nnnn2C1c1ccccc1Cl (stereo not given),-24%,-3%,21%[12.7 µM],-1%,-6%,-3%,-9%,16%,-10%[57.1 µM]
Fc1ccc(F)c(C2=NNC(=NCC3CCCO3)SC2)c1 (stereo not given),-21%,1%,?,-22%,-3%,?,-3%,17%,-22%
CCOc1cccc2sc(N(CCCN(C)C)C(=O)c3ccc(S(=O)(=O)N(CC)Cc4ccccc4)cc3)nc12,-13%,19%,40µM*,12%,-4%,?,0%,-17%,32µM*

# Compounds listed so far with a COOH group (2):
SMILES,Pol eta inh,APE1 inh,G9a inh,Pol beta inh,Pol kappa inh,BAZ2B inh,BLM helicase inh,POLI inh,JMJD2A Tudor
O=C(O)CSC1=NC(=Nc2cccc(Cl)c2)C2(CCCCC2)N1c1ccccc1,-9%,2%,3.5µM*,20%,-1%,-32%,-3%,5%,45µM*
CC(=O)Nc1ccc(S(=O)(=O)NC(CSc2ccc(C(=O)O)cc2[N+](=O)[O-])C(=O)O)cc1 (stereo not given),?,12%,50µM*,-10%,-26%,?,2%,-16%,-3%

# (next part)
SMILES,Pol eta inh,APE1 inh,G9a inh,Pol beta inh,Pol kappa inh,BAZ2B inh,BLM helicase inh,POLI inh,JMJD2A Tudor
COC(=O)Oc1ccc(/C=N/NC(=O)CSCc2ccc(Cl)cc2)cc1OC,-16%,-3%,8%[59 µM],?,-13%,-10%,-2%,-24%,-34%
O=C1N/C(=C\c2ccccc2)C(O)=C1C=NCc1ccccc1,-10%,0%,23%[59 µM],-1%,-16%,-1%,-5%,19%,?
O=C(CN1C(=O)C2(SCC(=O)N2c2ccc(Cl)cc2)c2ccccc21)NCCc1ccccc1 (stereo not given),-17%,.,-5%[59 µM],?,-9%,1%[57.1 µM],-2%,0%,-12%
CNC(=O)N(O)C1N(/N=C/c2ccccc2OC)C(=S)SC1(C)C (stereo not given),-4%,31%,-5%[2.33 µM],9%,-6%,-17%,-4%,89%[activator],6%
CCCCC(CC)C(=O)Nc1ncc([N+](=O)[O-])s1 (stereo not given),-3%,5%,.,79%,-7%,2%,-4%,146%[activator],-34%
COCCn1c(C2CCCCC2)nc2sc3ccccc3c(=O)c2c1=O,-14%,1%,5%,30%,3%,-2%,1%,31%[activator],-9%
COc1ccc(-c2oc3ccc(-c4ccc5c(c4)OCO5)cc3c2C#CC2(O)CCCCC2)cc1,-3%,.,.,.,-13%,.,.,-2%,-11%
CC(C)(C)NC(=O)CN(C(=O)CS(=O)CC(=O)Nc1ccc(F)cc1)c1ccccc1F (stereo not given),-17%,0%,9%,15%,10%,3%,-5%,31%[activator],-1%
COc1ccccc1NC(=O)C(C)OC(=O)COc1cccc2c1OC(C)(C)C2 (stereo not given),-13%,11%,-8%,.,3%,-4%,.,30%,1%
Cc1ccc(NC(=O)CCCCCCCCCCC2COCCO2)c(C)c1 (stereo not given),-10%,3%,85%[activator][59 µM],52%,-4%,13%,0%,8%,2%
CCOc1ccc(-c2cccc(NS(=O)(=O)c3ccc(Cl)s3)c2)nn1,-11%,.,-2%[59 µM],-10%,-5%[60.1 µM],-1%,-4%,35%[activator],-8%

# Entries of single compounds, looked up by structure. Values in the order: Pol eta inh | APE1 inh | G9a inh | Pol beta inh | Pol kappa inh | BAZ2B inh | BLM helicase inh | POLI inh | JMJD2A Tudor
# Shown for `CC(C)(C)NC(=O)CN(C(=O)CS(=O)CC(=O)Nc1ccc(F)cc1)c1ccccc1F` (stereo not given) = -17% | 0% | 9% | 15% | 10% | 3% | -5% | 31%[activator] | -1%
# Shown for `O=C(CN1C(=O)C2(SCC(=O)N2c2ccc(Cl)cc2)c2ccccc21)NCCc1ccccc1` (stereo not given) = -17% | . | -5%[59 µM] | ? | -9% | 1%[57.1 µM] | -2% | 0% | -12%

# Bioassay records from PubChem BioAssay.

# Only part of the results is shown. The share of hits here may be higher or lower than overall.
